TGFb SMAD3 inh – blocks TGF-b signaling. HepG2 CAGA-GFP TGF-b/SMAD3 reporter, GFP fluorescence, 18 h; TGF-beta stimulated, 500 pg/mL final. AID 588855. 410,000 compounds, 1.2% hits. Potency, µM (top dose mostly 46.1 µM), for the others: at the highest dose activity, negative = inhibition, hits mostly inhibitors; note: % is set by controls: 0 for no effect and ±100 for the full control effect; nearly all actives have a fitted effect of over 65% in size
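GFP signal (ex488/em500-530) from TGF-beta-stimulated HEPG2 CAGA-GFP cells, 500 pg/mL final, 18 h at 37 degrees C in DMEM plus 1% FBS, normalized to unstimulated and DMSO-stimulated controls.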
HepG2 viability – kills HepG2 cells in TGF-b inhibitor counter-screen; 410,000 compounds, 0.76% hits; AID 588856; Potency, µM (titrated, usually from 46.1 µM), without a hit: at the highest dose activity change, negative = cytotoxicity, hits mostly cytotoxic; HepG2 CAGA-GFP viability, ATP luminescence, 18 h; note: some results filed as inactive show a strong effect at the top dose
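CellTiter-Glo luminescence gave cytotoxicity after 18 hours at 37 degrees C. The cells were HepG2 CAGA-GFP in 1% FBS DMEM, stimulated with 500 pg/mL TGF-beta after compound addition. %Activity was normalised to no-cell wells (complete cell-killing) and DMSO (no toxicity), and curves were fitted and classified.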
An asterisk follows results filed as active; ? = inconclusive; [ ] = dose if it differs, or a comment. Calls come from the whole dose curve; as a rule, active = well fitted curve in the direction sought with a large enough effect; inconclusive = small, poorly fitted or top-dose-only effect, or another doubt; inactive = no such curve, though single readings can be large; an effect the other way counts as inactive or inconclusive. Potency is the fitted concentration of half-maximal effect. Only part of the results is shown (hit frequency here may not be typical).

cpd	canonical_smiles	TGFb SMAD3 inh	HepG2 viability
1	O=C(C[N+]1(CCO)CCOCC1)c1cccs1	-1%	-1%
2	CCN(CC)c1cc(C)c(/C=C/c2ccnc3ccccc23)cc1C	-28%	-63%
3	c1ccc2c3c([nH]c2c1)CCCC3	9%	-2%
4	O=[N+]([O-])c1cccc2[nH]cnc12	-20%	-36%
5	Cc1cc(Cl)nc2ccccc12	0%	-19%
6	CCOC(=O)C1=C(C)NC2=C(C(=O)C(C(=O)OCC)C(c3ccco3)C2)C1c1ccccc1C (stereo not given)	1%	1%
7	CCCCCCCN(c1ccccc1)C1C[C@H]2CCCC(=O)N3CC[C@@H](C1)[C@@H]23 (stereo not given in full)	14µM*	-61%
8	Cc1cc[n+](CCC2CCCCC2)cc1	?	-9%
9	CC(C)[C@H]1c2ccc(F)cc2CC[C@@]1(CCN(C)CCCc1nc2ccccc2[nH]1)OC(=O)C1CC1	11µM*	-109%
10	Cc1c(C)c(C)c(/C=C/c2ccnc3ccccc23)c(C)c1C	-15%	-39%
11	c1nc(SSc2ncc3n[nH]nc3n2)nc2n[nH]nc12	-3%	2%
12	COc1cc2c(NC3CCN(C)CC3)nc(N3CCN(C)CC3)nc2cc1OCCCN(C)C	9%	-31%
13	O=C(COC(=O)c1ccccc1OCCOc1ccccc1)Nc1cccc(Br)c1	-7%	-16%
14	CN(C)c1ccc(/C=C/c2nccc3ccccc23)cc1	72%	-52%
15	CC(C)(C)n1ncc2c(=O)n(Cc3ccccc3CS(=O)(=O)c3ccccc3)cnc21	-9%	-27%
16	C=C1NN(C(C)C(=O)O)C(=O)N1c1ccc(OCc2ccccc2)cc1 (stereo not given)	-5%	-3%
17	COc1ccc(OC)c2c(C)ccnc12	7.9µM*	13µM*
18	COc1cccc(/C=c2/[nH]c(=O)/c(=C\c3cccc(OC)c3OC)[nH]c2=O)c1OC	7%	-3%
19	Cc1cnccn1	?	-34%
20	Nc1nc2ncc(CNc3ccc(C(=O)NC(CCC(=O)O)C(=O)O)cc3)nc2c(=O)[nH]1 (stereo not given)	?	9%
21	C[N+]1(CC(=O)c2ccc(Oc3ccccc3)cc2)CCOCC1	-1%	3%
22	Cc1ccc(SC[C@H](Cc2ccccc2)N2CC[C@@H](C(C)(C)C)CCC2=O)cc1	-10%	1%
23	CNc1ccc(/C=C2\C=Cc3ccccc32)cc1	?	-52%
24	CC(C)C(=O)NC(c1ccc(N(C)C)cc1)c1ccc2cccnc2c1O (stereo not given)	?	6%
25	COc1cc2c(NC3CCN(C)CC3)nc(N3CCCN(C)CC3)nc2cc1OCCCCCCN(C)C	?	0%
26	Cc1ccnc2c(O)cccc12	3.5µM*	4µM*
27	COc1cc(OC)c(/C=C/c2ccncn2)c(OC)c1	?	-1%
28	COc1ccccc1/C=C/c1ccc2ccccc2n1	-12%	-31%
29	O=Cc1ccc(/C=C2/C=Cc3ccccc32)cc1	4%	14%
30	Cc1ccc(-c2csc3ncnc(Sc4nnnn4C4CC4)c23)cc1	25%	1%
31	CN(Cc1ccccc1)/[N+]([O-])=N/Oc1ccc([N+](=O)[O-])cc1[N+](=O)[O-]	?	-95%
32	OC[C@H](S)CS	?	5%
33	[O-][N+](=NC1C=Cc2ccccc21)C1C=Cc2ccccc21 (stereo not given)	-3%	-8%
34	Cc1cnnc2ccccc12	-16%	6%
35	Cc1cc(C)c2c(n1)NCCC2	?	-5%
36	O=C(C[n+]1cccc(Cl)c1)c1ccc(F)cc1	-7%	-7%
37	Cc1cc[n+](C)c2ccccc12	-4%	-30%
38	CCCN(CCC)c1ccc(/C=C/c2sc3ccccc3[n+]2CCCCI)cc1	6.3µM*	14µM*
39	O=C(CBr)c1ccc(Oc2ccc(C(=O)C[n+]3ccccc3Cl)cc2)cc1	?	-27%
40	CC(=O)Nc1ccc(S(=O)(=O)O)c2cc(S(=O)(=O)O)c(N=Nc3ccc(N=Nc4ccc(S(=O)(=O)O)cc4)c4ccc(S(=O)(=O)O)cc34)c(O)c12	-6%	-26%
41	CCCCOc1ccc(CC(=O)NOC)cc1	-8%	0%
42	CCCCC(CCCC)c1ccc(C=Nc2ccc(/C=C/c3ccnc4ccccc34)cc2)cc1	-16%	-13%
43	OC(C[n+]1ccccc1Cl)c1ccccc1 (stereo not given)	8%	0%
44	Cc1csc[n+]1CCC1CCCCC1	0%	-12%
45	ClC/C=C/C[n+]1ccccc1Cl	-4%	-7%
46	Oc1cc(O)c(/C=C/c2ccnc3ccccc23)c(O)c1	-1%	4%
47	COc1ccc(CN2CC[C@H]3C=CC[C@@H](C(=O)N4CCN(c5ccccc5)CC4)[C@H]3C2=O)cc1OC	1%	9%
48	O=C(COc1ccccc1C(=O)Nc1cccc([N+](=O)[O-])c1)Nc1ccc(Br)cc1	?	-21%
49	C(=Nc1ccc2ccccc2n1)c1cccnc1	-4%	-14%
50	CN(C)CCCNc1nccc(N2CCN(C)CC2)n1	-1%	-29%
51	CC(C)(C)n1ncc2c(=O)n(Cc3ccc(F)cc3F)cnc21	5%	-24%
52	O=C(C[n+]1cccc2cc(Cl)ccc21)c1ccc2c(c1)CCCC2	4%	-21%
53	NCCSc1nc2ccccc2s1	-14%	-28%
54	COc1ccc(OC)c(/C=C/c2ccccc2)c1	3%	1%
55	Cc1cc[n+](CC(=O)c2ccc(F)cc2)cc1	9%	3%
56	Cc1ccc2c(/C=C/c3ccc(N(C)C)cc3)ccnc2c1	?	-33%

Given screen by screen: 5 of the compounds above
28	COc1ccccc1/C=C/c1ccc2ccccc2n1
29	O=Cc1ccc(/C=C2/C=Cc3ccccc32)cc1
30	Cc1ccc(-c2csc3ncnc(Sc4nnnn4C4CC4)c23)cc1
31	CN(Cc1ccccc1)/[N+]([O-])=N/Oc1ccc([N+](=O)[O-])cc1[N+](=O)[O-]
32	OC[C@H](S)CS
screen / no.	28	29	30	31	32
TGFb SMAD3 inh	-12%	4%	25%	?	?
HepG2 viability	-31%	14%	1%	-95%	5%

(list continues)
cpd	canonical_smiles	TGFb SMAD3 inh	HepG2 viability
57	O=C(CN(CCc1c[nH]c2ccccc12)S(=O)(=O)c1ccccc1)N1CCCCCC1	-8%	-12%
58	CCN1C(=NCc2cccc(Cl)c2)N[C@@H](c2cccc(C(F)(F)F)c2)C(C(=O)OC)=C1C	14µM*	-79%
59	O=C(C[n+]1cccc2cc(Cl)ccc21)c1cccc([N+](=O)[O-])c1	24%	-24%
60	Cc1cccc(OCC(=O)Nc2cc(-c3nc4cc(Cl)ccc4o3)ccc2C)c1	?	-10%
61	O=C(CCl)c1ccc2c(c1)CCCC2	4%	-28%
62	Cc1ccc2oc(-c3ccc(NC(=O)COc4ccccc4)cc3O)nc2c1	-7%	-30%
63	O=C(C[n+]1ccccc1Br)c1ccc2c(c1)CCCC2	5%	0%
64	O=C(C[n+]1cccc2cccc(O)c21)c1ccc(F)cc1	-27%	-48%
65	COc1cc2c(NC3CCN(C)CC3)nc(N3CCCN(C)CC3)nc2cc1OCCOCCN1CCCC1	7%	0%
66	CN(C)c1ccc(/C=C2\CCc3ccccc32)cc1	0%	-27%
67	CCCCCCCCN1[C@@H](CC(=O)OC)c2ccc(/C=C/C(=O)OC)cc2S1(=O)=O	-9%	-12%
68	COc1c([N+](=O)[O-])ccc(N)c1N	-1%	2%
69	O=C(C[n+]1cccc2ccccc21)c1ccc(F)cc1	?	3%
70	Cn1ncc2c(NCc3ccco3)ncnc21	1%	-16%
71	O=c1[nH]/c(=C/c2ccc3c(c2)OCO3)c(=O)[nH]/c1=C/c1ccc2c(c1)OCO2	5%	-36%
72	CC(C)C[C@@H](CN=[N+]=[N-])N1CCN(CCc2ccccc2)CCC1=O	8%	0%
73	COc1cc2c(Nc3ccc(NC(=O)c4ccccc4)cc3)ncnc2cc1OCCCN1CCOCC1	28%	-21%
74	COc1cccc2c1C(=O)/C(=C\c1ccc(N(C)C)cc1)C2	46%[activator]	-3%
75	CC1=C(C(=O)OCc2ccc3nsnc3c2)N2C(=O)[C@@H](NC(=O)OCc3ccc4nsnc4c3)[C@H]2SC1	?	-3%
76	Oc1cccc2c(CC(O)c3c[nH]c4ccccc34)ccnc12 (stereo not given)	?	-3%
77	OCc1ccccc1	-1%	-12%
78	O=C(Nc1nccs1)[C@@H]1CC=C[C@@H]2CCN(C3CC3)C(=O)[C@@H]21	2%	-2%
79	c1ccc2c(C(c3c[nH]c4ccccc34)c3c[nH]c4ccccc34)c[nH]c2c1	?	-110%
80	CCN(N=O)c1ccc(/C=C2\C=Cc3ccccc32)cc1	-4%	4%
81	CN(C)c1ccc(/C=C2\CCc3cc(N)ccc32)cc1	-7%	-29%
82	COc1cc(OC)c(/C=C/c2cc[n+](C)c3ccccc23)c(OC)c1	?	-27%
83	Nc1nc(N)c(N=O)c(N)n1	-19%	-20%
84	C=C1NN(CC2CC2)C(=O)N1c1ccc(OCc2ccccc2)cc1	-2%	-34%
85	O=C(C[n+]1cccc(Cl)c1)c1ccc(O)c(O)c1	6%	6%
86	O=[N+]([O-])c1ccc(O/N=[N+](\[O-])N2CCCC2)c([N+](=O)[O-])c1	?	-82%
87	CN(C)c1ccc(N=Cc2cccc3ccccc23)cc1	?	-19%
88	Cc1cccc(C)c1NC(=O)c1nc(S(=O)(=O)Cc2ccccc2F)ncc1Cl	?	-100%
89	CCOC(=O)N1CCN(/[N+]([O-])=N/OCOC)CC1	-5%	2%
90	C[C@H](Cc1ccc(O)c(O)c1)[C@@H](C)Cc1ccc(O)c(O)c1	?	-6%
91	COc1cc(OC)c(/C=C/c2ccccn2)c(OC)c1	-11%	-12%
92	O=C(Nc1nccs1)[C@@H]1CC=C[C@@H]2CCN(C3CCCCC3)C(=O)[C@@H]21	?	1%
93	Nc1ccc(C(Cc2ccnc3ccccc23)Cc2ccnc3ccccc23)cc1	-11%	-27%
94	Nc1ccc(/C=C/c2cccc3cccnc23)cc1	11%	-2%
95	Clc1ccc2nccnc2c1	?	14µM*
96	CN(C)c1ccc2ccc3cccc4ccc1c2c34	50%[activator]	-27%
97	CN(C)c1ccc(/C=c2\[nH]c(=O)/c(=C\c3ccc(N(C)C)cc3)[nH]c2=O)cc1	3%	-8%
98	Nc1ccc(-c2cc3ccccc3[nH]2)cc1	?	-19%
99	O=c1c2ccccc2oc2ccc(-c3ccoc3)cc12	?	-16%
100	COc1ccccc1C(=O)OCC(=O)Nc1ccc(N2CCCCC2)cc1	-5%	-8%
101	Cc1ccc(NC(=O)c2nc(SCc3ccccc3F)ncc2Cl)cc1	1%	3%
102	C[N+]1(CC(=O)c2ccc(F)cc2)CCc2ccccc2C1 (stereo not given)	11%	4%
103	COc1cc(/C=C2\C=Cc3ccccc32)cc(OC)c1OC	48%[activator]	-26%
104	CCCCN1CC[C@H]2C=CC[C@@H](C(=O)NCc3cccnc3)[C@H]2C1=O	-4%	-1%
105	Cc1nc([N+](=O)[O-])cn1CC(=O)c1ccc2c(c1)OCCCO2	19%	11%
106	CCN(CC)/[N+]([O-])=N/Oc1ccc([N+](=O)[O-])cc1[N+](=O)[O-]	0%	-13%
107	COc1ccc(OC)c(NC(=O)c2nc(S(=O)(=O)Cc3ccccc3F)ncc2Cl)c1	?	3.2µM*
108	CC(CCC(C)[n+]1cccc(Br)c1)[n+]1cccc(Br)c1 (stereo not given)	-1%	7%
109	CN(C)c1ccc(C=Nc2cncc3ccccc23)cc1	0%	2%
110	COc1cc2c(cc1OC)C(c1cc(-c3cc(Cl)ccc3Cl)oc1C)=NCC2	1%	-27%
111	Cn1c(SCCOc2ccccc2)nnc1-c1ccc(NC(=O)CCc2ccccc2)cc1	-15%	-18%
112	O=C1COc2ccc(-c3csc(-c4ccc(Cl)cc4)n3)cc2N1	5%	0%

(continued)
cpd	canonical_smiles	TGFb SMAD3 inh	HepG2 viability
113	Fc1ccc(/C=C/c2ccc3ccccc3n2)cc1	?	-30%
114	Cc1ccc2nc(-c3ccc(C)c(NC(=O)COc4ccc(Cl)cc4)c3)oc2c1	19%	4%
115	CC(C)(C)n1ncc2c(=O)n(Cc3c(F)ccc(F)c3Cl)cnc21	4%	-33%
116	Cc1ccnc2ccc3ccccc3c12	-17%	1%
117	Cc1cnc(C)cn1	9%	-3%
118	O=[N+]([O-])c1ccc(O/N=[N+](\[O-])N2CCN(c3ccccc3)CC2)c([N+](=O)[O-])c1	11µM*	-25%
119	Cc1ccc2c(C(=O)CNC3=NCCS3)c(C)[nH]c2c1	0%	-14%
120	C(=C\c1c[nH]c2ccccc12)/c1cc[n+](C2CCCCC2)cc1	-15%	-30%

Source: PubChem BioAssay
